# KinaseGlo FLuc: Counterscreen for Luciferase (Kinase-Glo TM) Inhibition | Kinase-Glo luciferase, ATP luminescence, 8 min | 200,000 compounds, 0.28% hits | Potency, µM (top dose mostly 38.3 µM), inactives show at the highest dose activity change, negative = inhibition, most hits filed as inhibitors | AID 1379, 2008 | Luciferin 4-monooxygenase (Photuris pensylvanica), Q27757; also: potency is read from the fitted curve at half-maximal effect; % is scaled to controls: 0 for no effect and ±100 for the full control effect; nearly all actives have a fitted effect of over 60% in size
#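 Compounds were added to a substrate mix at pH 7.2 (50 mM imidazole, 10 uM ATP, within the enzyme's linear range), followed by Kinase-Glo detection reagent; luminescence was measured after 8 minutes at ambient temperature.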
# HTT cytoprotect: qHTS Multiplex Assay to Identify Dual Action Probes in a Cell Model of Huntington: Cytoprotection (ATP); PC12 HTT-Q103 induced, cytoprotection, ATP luminescence, 40 h; Potency, µM (titrated, usually from 56.4 µM), inactives show cytoprotection (ATP increase), most hits filed as activators; 230,000 compounds, 0.14% hits; AID 1471, 2008;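 also: potency is read from the fitted curve at half-maximal effect; % of control where 0% means no effect; nearly all actives have a fitted effect of over 45% in size; toxic huntingtin expression switched on by the ecdysone agonist tebufenozide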
#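 Stable PC12 Q103-GFP cells in serum-supplemented, phenol red-free DMEM; induction by tebufenozide at 100 nM final; compound dose series; cell viability quantified luminescently from ATP.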
# CBFb RUNX1 block: qHTS Assay for Compounds Blocking the Interaction Between CBF-beta and RUNX1 for the Treatment of Acute Myeloid Leukemia. Runt-related transcription factor 1 (Homo sapiens) + Core-binding factor subunit beta …. AlphaScreen CBFb-His/RUNX1-biotin binding, biochemical. Potency, µM (doses to about 59.8 µM), inactives show top-dose activity, negative = inhibition, hits mostly inhibitors. 230,000 tested, under 10 active. AID 1477, 2009; also: % of control where 0% means no effect
# Target sequence (Q01196 whole entry, looked up): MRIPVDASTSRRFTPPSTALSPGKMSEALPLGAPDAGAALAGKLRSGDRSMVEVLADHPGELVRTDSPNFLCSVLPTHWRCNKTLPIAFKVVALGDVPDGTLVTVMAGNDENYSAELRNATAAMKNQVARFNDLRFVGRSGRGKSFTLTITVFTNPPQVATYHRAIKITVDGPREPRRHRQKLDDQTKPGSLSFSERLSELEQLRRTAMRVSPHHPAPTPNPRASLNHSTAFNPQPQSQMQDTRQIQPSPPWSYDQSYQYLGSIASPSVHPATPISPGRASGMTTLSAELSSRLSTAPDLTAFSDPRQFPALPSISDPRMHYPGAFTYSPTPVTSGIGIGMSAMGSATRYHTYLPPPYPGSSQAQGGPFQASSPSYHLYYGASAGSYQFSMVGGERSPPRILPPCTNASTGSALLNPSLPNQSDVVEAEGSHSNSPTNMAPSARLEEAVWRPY
# Target sequence (Q13951 whole entry, looked up): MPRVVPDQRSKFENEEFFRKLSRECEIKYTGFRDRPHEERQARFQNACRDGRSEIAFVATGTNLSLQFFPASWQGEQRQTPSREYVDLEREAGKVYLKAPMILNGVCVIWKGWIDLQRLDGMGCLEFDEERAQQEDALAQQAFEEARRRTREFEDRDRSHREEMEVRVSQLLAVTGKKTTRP
#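 Interaction loss through any mechanism counts as activity. Pre-formed complex of His-CBF-beta and biotin-RUNX1 (30 nM apiece) is incubated with compound 15 min, then with 50 ng nickel and 50 ng streptavidin beads for 90 min before AlphaScreen detection.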
# SMN2 splice up: qHTS Assay for Enhancers of SMN2 Splice Variant Expression; 210,000 compounds, 2.8% hits; AID 1458, 2008; Potency, µM (titrated, usually from 46.1 µM), inactives show at the highest dose activity change, positive = activation, usual class: activators; HEK293 SMN2-luciferase splicing reporter, luminescence, 30-36 h; also: potency is read from the fitted curve at half-maximal effect; % of control where 0% means no effect; nearly all actives have a fitted effect of over 55% in size
#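 qHTS luciferase splicing reporter: luminescence rises when SMN2 exon 7 is included in transfected HEK293 cells. Compound exposure lasted 30-36 h at 37C, with 4.5 mM final sodium butyrate as control, followed by a ONE-Glo read.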
# HttQ103 aggreg: qHTS Multiplex Assay to Identify Dual Action Probes in a Cell Model of Huntington: Aggregate Formation (GFP). PC12 HttQ103-GFP aggregates, Acumen cytometry, 40 h. Potency, µM (highest dose often 46.1 µM), without a hit: at the highest dose activity change, negative = inhibition, hits mostly inhibitors. 220,000 compounds, 1.1% hits; also: potency is read from the fitted curve at half-maximal effect; % is scaled to controls: 0 for no effect and ±100 for the full control effect; nearly all actives have a fitted effect of over 60% in size
#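 Multiplexed with ATP-based cell death, this channel scores GFP aggregates in PC12 cells expressing inducible HTTex1-Q103-GFP. Induction used 100 nM tebufenozide; compounds were tested in concentration series.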
# IMPase Li cell: qHTS Assay for Identifying the Cell-Membrane Permeable IMPase Inhibitors: Potentiation with Lithium. CHO-M1 cells, IP1 TR-FRET (IP-One), carbachol + lithium. Potency, µM (highest dose often 59.4 µM), without a hit: top-dose activity, negative = IMPase inhibition, most hits filed as inhibitors. 210,000 compounds, 0.35% hits;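 also: IP1 builds up when IMPase is blocked and the TR-FRET signal falls; potency is read from the fitted curve at half-maximal effect; plate controls were basal vehicle for no effect and high inhibitor control for full effect; nearly all actives have a fitted effect of over 50% in size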
#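 CHO cells stably expressing M1 receptor (2000/well, cultured 16–30 h) treated 30 min at 37C with compound plus low lithium. Cytosolic IP1 by TR-FRET (665/620 ratio and 620 channel) after 10 min lysis; AC50 by Hill fit.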
# Lamin A splicing: qHTS Assay for Modulators of Lamin A Splicing; AID 1487, 2009; 200,000 compounds, 0.01% hits; HeLa LMNA splicing GFP/RFP minigene ratio, 48 h; Potency, µM (titrated, usually from 46.1 µM), without a hit: at the top dose ratio change, negative = inhibition, usual class: inhibitors; active = well fitted inhibition curve with a large enough effect in the signal ratio, with a control signal flat, not every such curve was filed as active; inconclusive = small, poorly fitted or top-dose-only effect, or effect the other way, or a change in a side signal; the % refers to the signal ratio; also: potency is read from the fitted curve at half-maximal effect; % is scaled to controls: 0 for no effect and ±100 for the full control effect
#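 Read-out is the ratio of GFP to DsRed2 object intensity, acquired by 488 nm laser-scanning cytometry on HeLa lamin A-EGFP minigene reporter cells. Compound incubation 48 hrs at 37 °C in Opti-MEM with 2% FBS; DMSO 0.5% final.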
# The depositor's hits bear a star; ? = inconclusive; · = no result given; [ ] = dose if it differs, or a comment. Unless noted, calls follow the shape of the dose curve; as a rule, active = well fitted curve in the direction sought with a large enough effect; inconclusive = small, poorly fitted or top-dose-only effect, or another doubt; inactive = no such curve, though single readings can be large; an effect the other way counts as inactive or inconclusive. Random draw from the library, and some 4% of all compounds hit somewhere here.
mol	HttQ103 aggreg	HTT cytoprotect	IMPase Li cell	CBFb RUNX1 block	KinaseGlo FLuc	SMN2 splice up	Lamin A splicing
COC(=O)c1ccc(SCC(=O)N2CCC(C)CC2)c([N+](=O)[O-])c1	6%	4%[10 µM]	2%	-1%	3%	-9%	-2%
O=C1c2cccnc2C(Nc2ccc(Br)cc2Br)N1Cc1cccs1 (centres undefined)	9%[9.22 µM]	19%[10 µM]	6%	10%	0%	-3%	?
N#CCCn1cc(C=C(C#N)C#N)c(-c2ccc(-c3ccccc3)cc2)n1	8%	-9%[10 µM]	-6%	-5%	-1%	?	?
Cc1cccc(CSc2nc3c(c(=O)n2C)SCC3)c1	?	-45%[inhibitor]	6%	-7%	1%	-66%[inhibitor]	0%[9.22 µM]
O=C(CNC(=O)c1ccccc1)OCc1ccc([N+](=O)[O-])cc1	0%	9%[10 µM]	-12%	-5%	-2%	27%[1.84 µM]	-7%
O=C(CSC1=NCCS1)N1CCCCCC1	13%	-1%	-2%[38.3 µM]	7%	0%	11%	-12%
Cc1ccn2cc(C34CC5CC(CC(C5)C3)C4)nc2c1	12%	-102%	27%	-2%	1%	13%	·
CCCCOCCCNS(=O)(=O)c1ccccc1	-5%	11%	-2%[38.3 µM]	-2%	-2%	-17%	4%
CCOC(=O)C(=CNc1ccc2c(c1)nnn2-c1ccc(Cl)cc1)C(=O)OCC	16%	18%[0.074 µM]	3%	7%	-2%	3%	?
C=CC(c1ccccc1)C(C(=O)c1ccccc1)N(C)C (centres undefined)	15%	-16%	0%	-2%	10%	-8%	?
CCOC(=O)c1cccnc1NC(=O)c1ccncc1	-6%	·	-5%	2%	1%	1%	-4%
C#CCOC(=O)CCCC(=O)Nc1ccccc1OC	-12%	-2%	11%[38.3 µM]	4%	3%	-5%	11%
NC(=O)N/N=C1\CC[C@H](O)C[C@@H]1CC(=O)O	·	-4%[10 µM]	-2%	·	-3%[7.66 µM]	19%[9.22 µM]	·
Cc1ccc(Nc2nc3ccccc3c(=O)s2)cc1	10%[9.22 µM]	19%[10 µM]	-3%	1%	-4%	·	1%[46 µM]
CCc1nc2ccccc2[nH]1	-17%	-6%	32%[38.3 µM]	-1%	-3%	0%	3%
COc1ccccc1NC(=O)N1C2CCCC1CC(NC(=O)c1ccccc1)C2 (centres undefined)	3%	26%	3%	2%	1%	-33%[inhibitor]	?
COc1ccc(CCN(Cc2ccccn2)C(=S)Nc2ccccc2F)cc1OC	32%	-3%	-4%	4%	-4%	1%	·
O=C(CSc1nc2ccccc2s1)Nc1cc(S(=O)(=O)N2CCOCC2)ccc1Cl	-13%	0%[1.9 µM]	1%	-1%	-3%	-17%	?
Cc1ccc(-n2[nH]c(C)c(C=Nc3ccc(Br)cn3)c2=O)cc1	21%	-24%[10 µM]	2%	2%	?	-6%	2%[46 µM]
CC(C)n1c(C(=O)OCC(=O)NCc2ccc3c(c2)OCO3)cc2occc21	7%	-16%	0%[38.3 µM]	-1%	-2%	-4%	4%
COCCCNC(=O)CN(c1ccc(Cl)c(Cl)c1)S(C)(=O)=O	7%	-8%	·	5%	1%	·	?
CCOc1ccc2c(c1)/C(=C(\C(Cl)=C(Cl)Cl)[N+](=O)[O-])N2	-4%	10%	-9%	-5%	3%	-1%	·
CC(C)=NOC(=O)c1ccc(-c2ccccc2)cc1	-2%	-12%[10 µM]	-6%	8%	1%	?	0%
Cc1cc(C)cc(N(C(=O)c2csnn2)C(C(=O)NC(C)(C)C)c2ccccn2)c1 (centres undefined)	9%[9.22 µM]	3%[10 µM]	9%	-1%	1%	-16%	1%[46 µM]
CCc1nnc(NC(=O)C2CC(=O)N(c3ccc4c(c3)OCCO4)C2)s1 (centres undefined)	13%	13%[10 µM]	-2%	-4%	1%	1%	-4%
CCOc1ccc(N(CC(=O)NC2CCCC2)S(=O)(=O)c2c(C)[nH]c(=O)[nH]c2=O)cc1	-22%	-3%	22%[38.3 µM]	?	1%	2%	-1%
COc1cccc(CC2(CO)CCCN(Cc3c(C)cc(C)cc3-n3cccn3)C2)c1 (centres undefined)	14%[9.22 µM]	5%[10 µM]	9%	6%	·	·	·
COCCNc1ccc(N2C(=O)C3CCCCC3C2=O)cc1[N+](=O)[O-] (centres undefined)	1%	-16%	-3%	-4%	0%	-6%	-2%[46 µM]
Cc1ccc(NC(=O)CN2C(=O)/C(=C\c3cccs3)SC2=S)cc1	0%	·	-5%	-3%	1%	0%	?
O=C(CSc1ccc(-c2ccco2)nn1)NC1CCCC1	-13%	-35%[inhibitor]	-10%	-6%	-2%	-20%	·
CCCCOC(=O)C1[C@H]2C(=O)N(Cc3cccs3)C[C@]23C=C[C@H]1O3 (some centres undefined)	-2%	-24%[0.074 µM]	-8%[38.3 µM]	2%	1%	-2%	4%
CCOC(=O)N1CCC(n2c(SCC(=O)N3CCCC3)nc3ccccc3c2=O)CC1	7%	-13%	-3%[38.3 µM]	-3%	0%	-15%	-6%
O=C(Nc1ccncc1)c1cc2ccccc2o1	-8%	-6%	-5%[38.3 µM]	-1%	-14%	-9%	?
COc1cccc(Nc2nnc(SCn3nnc4ccccc4c3=O)s2)c1	-3%	-11%	-6%[38.3 µM]	10%	9%	16%	?
Cc1ccccc1NC(=O)c1ccc(-n2cncn2)nc1	8%	-1%[10 µM]	6%	8%	11%	12%	-11%
Cc1ccnn2cc3c(=O)n(C)c(=O)n(C)c3c12	5%	-22%	9%[38.3 µM]	-4%	5%	0%	0%
COc1ccc(N(CC(=O)Nc2cccc(C(F)(F)F)c2)S(C)(=O)=O)cc1	-23%	1%[10 µM]	1%	6%	0%	3%	?
CC(C)CN=Cc1c(O)c([N+](=O)[O-])cc2oc3c(c12)CCCC3	-8%	-16%[1.9 µM]	12%	6%	-3%	27%	-12%
O=C(Nc1ccc(Br)cc1F)c1ccncc1	-27%	4%[10 µM]	-2%	4%	-2%	-6%	1%
CCOC(=O)[C@H](CCc1ccccc1)N[C@@H](C)C(=O)N1[C@H](C(=O)O)C[C@H]2CCCC[C@@H]21	4%	?	8%	·	-6%	5%	?
CSc1ccc([C@H]2CN3CCC[C@H]3c3ccccc32)cc1	·	-31%[inhibitor]	16%	-25%	1%[39.9 µM]	·	·
CS(=O)(=O)Nc1cccc(-c2ccc3ncnc(N4CCOCC4)c3c2)c1	·	-87%[inhibitor]	11%	·	·	·	?
CCNc1ncc2nc(-c3cn(C)c4ccccc34)c(=O)n(C[C@H]3CCCO3)c2n1	·	?	-5%	·	·	·	13%
CSc1cccc(NC(N)=S)c1	-5%[9.22 µM]	1%[10 µM]	·	5%	·	·	·
CCOc1ccc(NC(=O)c2ccc(F)c(S(=O)(=O)N3CCN(c4ccccn4)CC3)c2)cc1	-24%	-20%	-3%[38.3 µM]	4%	-4%	-53%[inhibitor]	?
O=C(CCN1CCc2ccccc2CC1)c1ccc2c(c1)OCCO2	?	-149%[inhibitor]	5%[38.3 µM]	-3%	-3%	6%	?
CCCNCc1cc(OCC)c(OCC(N)=O)cc1Br	-1%	3%[0.074 µM]	21%[38.3 µM]	3%	2%	17%	-7%
NC(=S)NNc1cccc2cccnc12	-6%[9.22 µM]	-45%[inhibitor][10 µM]	22%	-7%	-3%	·	·
COc1ccc(N2CSC3=C(C#N)C(c4cc(OC)c(OC)cc4OC)CC(=O)N3C2)c(OC)c1 (centres undefined)	3%	-1%	12%[38.3 µM]	-15%	-2%	-8%	6%
CCOCCCNC(=S)Nc1cc(OCC)c(NC(=O)c2ccco2)cc1OCC	14%[9.22 µM]	11%[10 µM]	12%	-7%	-1%	·	20%[46 µM]

# Going on with the list.
mol	HttQ103 aggreg	HTT cytoprotect	IMPase Li cell	CBFb RUNX1 block	KinaseGlo FLuc	SMN2 splice up	Lamin A splicing
CCOc1cc(-c2c(C)c(CC)nc(N)c2C#N)ccc1O	-6%	-24%[10 µM]	1%[38.3 µM]	-3%	-1%	0%	?
CCOC(=O)c1cc(C(C)C)sc1NC(=O)COC(=O)CCS(=O)(=O)c1ccccc1	-6%	14%[10 µM]	-3%	6%	0%	-22%	?
O=C(Nc1cccc(C(=O)O)c1)/C(=C\c1ccc2c(c1)OCO2)NC(=O)c1ccc(Br)cc1	-13%	-7%	1%	-10%	-1%	-10%	·
Cn1cccc1Cc1nnc(SCC(=O)N2CCOCC2)n1CCc1ccccc1	8%	11%[10 µM]	12%	-12%	0%	-11%	-11%
O=C(/C=N/O)NCCCN1CCCCCC1	-11%[9.22 µM]	-7%	-1%[38.3 µM]	6%	2%	1%	7%
N=c1c(C(=O)NCc2ccco2)cc2c(=O)n3ccccc3nc2n1CCc1ccccc1	6%	-22%	16%[38.3 µM]	-17%	-2%	-28%	24%
CCCn1c(=O)c2ccccc2n2c(Sc3nnnn3-c3ccccc3)nnc12	-15%	10%	11%[38.3 µM]	1%	-7%	-32%[inhibitor]	-11%
COC(=O)c1ccc2c(c1)C(=O)/C(=C/c1ccc(C)cc1)O2	-10%	0%[10 µM]	?	1%	-3%	11µM*	-13%
COc1cc2c(cc1OC)CN(Cc1ccc(C)s1)CC2	-2%[9.22 µM]	4%	-19%[38.3 µM]	3%	3%	1%	?
Cc1cc(C)c2nc(NC(=O)[C@@H](NC(=O)c3cccc(S(=O)(=O)N4CCOCC4)c3)C(C)C)sc2c1	-21%	-2%[10 µM]	6%	2%	3%	-21%	?
CCN(CC(=O)Nc1cc(OC)ccc1OC)Cc1nc2ccccc2c(=O)[nH]1	-4%	-59%[inhibitor]	-4%	-2%	1%	-20%	·

# Screens: PubChem, National Center for Advancing Translational Sciences (NCATS)
